# Compound activity: PubChem BioAssay, National Center for Advancing Translational Sciences (NCATS)
# TDP1 cell noCPT – qHTS for Inhibitors of human tyrosyl-DNA phosphodiesterase 1 (TDP1): qHTS in cells in absence of CPT | Potency, µM (titrated, usually from 46.2 µM), without a hit: top-dose activity change, negative = growth inhibition, hits mostly inhibitors | actives 15% (n = 420,000) | DT40 Tdp1-/- hTDP1 cells, no CPT, ATP luminescence, 48 h | AID 686978, 2013; also: nearly all actives have a fitted effect of over 55% in size
#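 Camptothecin absent (DMSO only). Human TDP1-complemented DT40 knockout cells, 400 cells/well, 37 °C for minimum 48 hr; ATP measured via CellTiter-Glo, 30 min dark incubation, luminescence.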
# TDP1 block – inhibitors of human tyrosyl-DNA phosphodiesterase TDP1 | recombinant TDP1, AlphaScreen DNA substrate cleavage | Potency, µM (doses to about 130 µM), for inactives: top-dose activity change, negative = inhibition, actives largely listed as inhibitors | actives 0.28% (n = 350,000); also: nearly all actives have a fitted effect of over 40% in size
# Target sequence (Q9NUW8 whole entry, looked up): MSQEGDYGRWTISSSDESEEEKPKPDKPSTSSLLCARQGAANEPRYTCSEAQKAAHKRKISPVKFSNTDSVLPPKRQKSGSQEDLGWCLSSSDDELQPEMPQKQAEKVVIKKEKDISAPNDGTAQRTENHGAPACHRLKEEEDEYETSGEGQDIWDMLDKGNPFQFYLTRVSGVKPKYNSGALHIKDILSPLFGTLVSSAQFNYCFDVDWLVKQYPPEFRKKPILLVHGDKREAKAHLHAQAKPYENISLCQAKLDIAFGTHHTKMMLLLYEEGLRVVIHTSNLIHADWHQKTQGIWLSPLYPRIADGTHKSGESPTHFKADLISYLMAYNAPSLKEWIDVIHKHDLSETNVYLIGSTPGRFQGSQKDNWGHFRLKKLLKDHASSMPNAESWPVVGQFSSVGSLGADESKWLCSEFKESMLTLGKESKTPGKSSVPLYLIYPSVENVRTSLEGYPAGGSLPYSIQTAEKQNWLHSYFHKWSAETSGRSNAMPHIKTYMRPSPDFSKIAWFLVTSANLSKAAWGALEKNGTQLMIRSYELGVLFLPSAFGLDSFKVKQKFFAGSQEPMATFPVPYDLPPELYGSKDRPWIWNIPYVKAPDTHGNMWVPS
#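 Here, a 5' biotin and 3' phosphotyrosine-FITC DNA oligonucleotide reports Tdp1 activity: intact substrate bridges AlphaScreen beads, while cleavage leaves a 3' phosphate and drops signal. All incubations at room temperature.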
# DT40 TDP1 CPT – growth inhibition of DT40 Tdp1-/-;hTDP1 cells with camptothecin (screen for TDP1 inhibitors); chicken DT40 Tdp1-/-;hTDP1 cells + 20 nM CPT, ATP luminescence, 48 h; Potency, µM (series often up to 46.2 µM), without a hit: at the highest dose activity change, negative = growth inhibition, usual class: inhibitors; actives 12% (n = 420,000); also: nearly all actives have a fitted effect of over 55% in size
#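 Chicken DT40 Tdp1-/- cells stably complemented with human TDP1 were seeded at 400 cells/well in medium containing 20 nM camptothecin, exposed to pin-transferred compounds, and grown at 37 °C for at least 48 hr. Viability was read as ATP luminescence.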
# Starred values were filed as active, the others as inactive; ? = inconclusive; . = no result given; & = joins results of further samples; [ ] = another dose, or the depositor's remark. Calls follow the shape of the dose curve; as a rule, active = well fitted curve in the direction sought with a large enough effect; inconclusive = small, poorly fitted or top-dose-only effect, or another doubt; inactive = no such curve, though single readings can be large; an effect the other way counts as inactive or inconclusive. % is scaled to controls: 0 for no effect and ±100 for the full control effect; potency is read from the fitted curve at half-maximal effect. No enrichment for hits; 18% or so of the library scored in one or more.
SMILES,TDP1 cell noCPT,TDP1 block,DT40 TDP1 CPT
O=c1c2ccccc2[nH]c(=S)n1-c1cccc(S(=O)(=O)N2CCCC2)c1,?,-3%,?
CCC(CC)C(=O)N1CCN(Cc2ccc3c(c2)OCO3)CC1,-25%,-2%,?
CCOC(=O)C1CCN(c2c(NCc3ccc(C(=O)NCCOC)cc3)c(=O)c2=O)CC1,4%,0%,24%
O=C(CSc1ncnc2c1oc1ccccc12)Nc1cccc(Cl)c1,-17%,6%,?
O=C1CCC(C(=O)N2CCCC(C(=O)c3ccc4c5c(cccc35)CC4)C2)=NN1 (stereo not given),?,-1%,?
CC(Sc1ccccc1)C(=O)N1CCN(S(=O)(=O)c2ccc(Cl)cc2)CC1 (stereo not given),?,8%,-10%
CN(CCNC(=O)c1ccc(/C=N/O)nc1)Cc1ccccc1,-8%,5%,-17%
CCN(CC)C(=O)CSc1nnc(-c2ccncc2)n1N,8%,-1%,3%
COc1cccc(C(C(=O)NC(C)(C)C)N(CC(C)C)C(=O)CCC(=O)Nc2cc(C)on2)c1OC (stereo not given),?,3%,-14%
CC(C)OCC(O)CN1CCNCC1 (stereo not given),-20%,3%,0%
COc1ccc(C(=O)NCCc2ccccc2)cc1OC,9%,.,-10%
COc1cccc(Sc2nc(N(C)C)ncc2S(=O)(=O)c2ccc(Cl)cc2)c1,?,.,?

# The final two compounds of the part above come first, to join the parts.
SMILES,TDP1 cell noCPT,TDP1 block,DT40 TDP1 CPT
COc1ccc(C(=O)NCCc2ccccc2)cc1OC,9%,.,-10%
COc1cccc(Sc2nc(N(C)C)ncc2S(=O)(=O)c2ccc(Cl)cc2)c1,?,.,?
NCC(=O)Nc1ccc(Cl)cc1C(=O)c1ccc[nH]1,0.12µM*,12%,0.16µM*
COc1ccc(NC(=O)CSc2nc3c(c(=O)[nH]2)CN(Cc2ccccc2)CC3)cc1Cl,?,6%,?
Cc1noc(C)c1COC(=O)c1ccc(F)c(S(=O)(=O)N2CCOCC2)c1,6%,2%,3%
Cc1ccc(C(=O)O/N=C(\N)Cc2ccc([N+](=O)[O-])cc2)c(Cl)c1,23µM*,.,?
COCC(=O)N/N=C/c1ccc(Sc2nc3ccccc3s2)o1,?,4%,-19%
Cc1cc(C)n2nc(-c3ccc(F)cc3)nc2n1,-11%,5%,-17%
CCC1CCc2sc(C(=O)NCc3ccccn3)cc2C1 (stereo not given),10µM*,2%,15µM*
CN1CCCC(C(=O)C(C#N)c2ccccc2)C1 (stereo not given),-12%,3%,1%
COc1ccc(C(=O)NC(=S)NC(C)(C)C)cc1Br,23µM*,8%,?
O=C(c1cccc(Cl)c1)N1CCN(CCc2ccncc2)CC1,-12%,4%,-15%
Cc1nnc2n1N=C(c1ccc(OC(F)F)cc1)C(C)S2 (stereo not given),?,3%,-11%
CC(=O)Oc1cccc(NC(=O)c2ccc3c(c2)C(=O)N(CC(C)C)C3=O)c1,-7%,.,-16%

# An excerpt of these results, with bars between the fields.
Structure | TDP1 cell noCPT | TDP1 block | DT40 TDP1 CPT
O=C(CSc1ncnc2c1oc1ccccc12)Nc1cccc(Cl)c1 | -17% | 6% | ?
O=C1CCC(C(=O)N2CCCC(C(=O)c3ccc4c5c(cccc35)CC4)C2)=NN1 (stereo not given) | ? | -1% | ?
O=c1c2ccccc2[nH]c(=S)n1-c1cccc(S(=O)(=O)N2CCCC2)c1 | ? | -3% | ?
CCC(CC)C(=O)N1CCN(Cc2ccc3c(c2)OCO3)CC1 | -25% | -2% | ?

# Following part
SMILES,TDP1 cell noCPT,TDP1 block,DT40 TDP1 CPT
O=C(NCc1ccc(Cl)cc1)C1CCC(CNS(=O)(=O)c2ccccc2)CC1 (stereo not given),?,-7%,-22%&-13%
Cc1onc(-c2ccccc2)c1C(=O)N(Cc1ccco1)Cc1cccs1,?,6%,?
CCOC(=O)CC1COc2ccccc2N1C(=O)c1ccc(F)cc1 (stereo not given),?,-9%,-1%
CCOc1ccc2nc(N/C(N)=N/S(=O)(=O)c3ccc(C)cc3)nc(C)c2c1,?,.,?
CC(=O)Nc1ccc(OCC(=O)NC(C)C(C)C)cc1 (stereo not given),-25%,2%,4%
CC(C)c1ccc(Nc2nnc(SC3CCOC3=O)s2)cc1 (stereo not given),-30%,-8%,2%
COc1ccc(CCN(C)C(=O)C(CCSC)NC(=O)c2ccco2)cc1OC (stereo not given),-1%,2%,-20%
CCN(CC)C(=O)[C@H]1C[C@H](CC(=O)NC(C)(C)C)C(=O)N2CCc3c([nH]c4cc(-c5ccco5)ccc34)[C@]12C,18µM*,2%[56.1 µM],23µM*
Cc1cccc(NC(=O)CS(=O)(=O)c2nc(-c3ccccc3)cn2-c2cccc(Cl)c2)c1C,18µM*,3%,23µM*
Cc1nn(CC(=O)NCC(C)c2ccccc2)c(=O)c2cc(-c3ccccc3)nn12 (stereo not given),?,3%,4%
Cc1[nH]nc2ncc(C(=O)c3ccccc3O)cc12,?,3%,10µM*
COc1cccc([C@H]2Nc3ccc(S(=O)(=O)Nc4cc(C)ccc4C)cc3[C@H]3C=CC[C@H]32)c1,5.2µM*,.,3.7µM*

# Full records from above.
# `CCOC(=O)CC1COc2ccccc2N1C(=O)c1ccc(F)cc1` (stereo not given) is listed as TDP1 cell noCPT = ?; TDP1 block = -9%; DT40 TDP1 CPT = -1%
# `CCN(CC)C(=O)[C@H]1C[C@H](CC(=O)NC(C)(C)C)C(=O)N2CCc3c([nH]c4cc(-c5ccco5)ccc34)[C@]12C` is listed as TDP1 cell noCPT = 18µM*; TDP1 block = 2%[56.1 µM]; DT40 TDP1 CPT = 23µM*

# The listing continues:
SMILES,TDP1 cell noCPT,TDP1 block,DT40 TDP1 CPT
Cc1cccc(C(C)C)c1NC(=O)c1cccnc1,0%,5%,-8%
Cc1c(NC(=O)CN2C(=O)c3ccccc3C2=O)c(=O)n(-c2ccccc2)n1C,0%,3%,1%
CCCCNC(=O)c1nc(C2CCN(S(=O)(=O)c3cccc(C(F)(F)F)c3)CC2)oc1-c1ccccc1,8.2µM*,.,9.2µM*
O=C(N/N=C/c1ccccc1O)C(=O)Nc1ccccn1,15µM*,0%,13µM*
CCC(C)[C@H](NC(=O)N1CCn2c1nc1ccccc12)C(=O)NCC1CCCO1 (stereo not given in full),14%,-1%,-14%
FC(F)(F)c1cccc(OCCOCCn2cncn2)c1,4%,-8%,-16%
CCCN(CC(=O)Nc1ccccc1C)C(=O)CCCc1c[nH]c2ccccc12,?,2%,-9%
Oc1ccc(/C=N/Nc2ncc(Cl)cc2Cl)cc1,-26%,.,-8%
CCOC(=O)CCCSc1nc(-c2ccc3c(c2)OCO3)cc(C(F)(F)F)c1C#N,-2%,3%,-20%
CC(C)(C)c1ccc(-c2noc(CCC(=O)Nc3cccnc3)n2)cc1,?,5%[0.0935 µM],?
O=C1/C(=C\c2ccco2)SC(=S)N1C1CCS(=O)(=O)C1 (stereo not given),21µM*,-5%,23µM*
COc1cccc(C(c2nnnn2CC2CCCO2)N2CCN(C(=O)c3ccco3)CC2)c1OC (stereo not given),?,-5%,-14%
COc1ccc(NC2c3ncccc3C(=O)N2Cc2cccs2)cc1 (stereo not given),-24%,3%,-7%
COc1c2ccccc2nc2ccccc12,?,.,?
